# From PubChem BioAssay
# RBX1-CUL1 inh – inhibitors of human ROC1-CUL1 ubiquitin ligase activity | E3 ubiquitin-protein ligase RBX1 (Homo sapiens) + Cullin-1 (Homo sapiens), P62877+Q13616 | in vitro K48 di-Ub FRET, acceptor:donor ratio, 45 min | inhibition, % at 10 µM | 0.6% of 140,000 active; in the data active means inhibition above about 25%
# Target sequence (P62877 whole entry, looked up): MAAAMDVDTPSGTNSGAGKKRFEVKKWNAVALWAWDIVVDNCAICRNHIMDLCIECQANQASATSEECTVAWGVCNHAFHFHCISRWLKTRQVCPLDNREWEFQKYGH
# Target sequence (Q13616 whole entry, looked up): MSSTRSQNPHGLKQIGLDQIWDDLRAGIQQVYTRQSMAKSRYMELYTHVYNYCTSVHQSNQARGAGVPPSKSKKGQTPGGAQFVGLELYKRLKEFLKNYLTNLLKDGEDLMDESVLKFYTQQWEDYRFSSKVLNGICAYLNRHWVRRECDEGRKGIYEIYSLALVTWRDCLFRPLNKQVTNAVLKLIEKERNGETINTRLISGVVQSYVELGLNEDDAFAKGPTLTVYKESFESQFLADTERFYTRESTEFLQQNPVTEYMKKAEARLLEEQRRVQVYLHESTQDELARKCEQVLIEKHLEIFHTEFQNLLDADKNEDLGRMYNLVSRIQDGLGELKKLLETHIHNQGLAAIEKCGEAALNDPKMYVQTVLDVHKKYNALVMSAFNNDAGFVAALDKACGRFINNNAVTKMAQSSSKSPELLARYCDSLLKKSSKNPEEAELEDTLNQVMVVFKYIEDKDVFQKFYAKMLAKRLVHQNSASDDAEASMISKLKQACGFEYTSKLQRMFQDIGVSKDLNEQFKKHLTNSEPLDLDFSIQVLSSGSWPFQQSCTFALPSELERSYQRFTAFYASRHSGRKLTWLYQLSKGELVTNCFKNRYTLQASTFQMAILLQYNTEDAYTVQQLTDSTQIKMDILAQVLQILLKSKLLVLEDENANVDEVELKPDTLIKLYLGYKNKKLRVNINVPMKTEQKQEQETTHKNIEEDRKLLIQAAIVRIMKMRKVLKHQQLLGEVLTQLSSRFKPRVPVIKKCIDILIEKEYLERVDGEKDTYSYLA
# Active calls of the source: *.
molecule | RBX1-CUL1 inh
CCOC(=O)CCN1C(=O)C(=O)N(c2ccccc2)C1=S | 4.3
CCN1CCN(C(=O)c2ccc3c(c2)N(Cc2cccc(F)c2)C(=O)c2ccccc2S3)CC1 | -0.3
CCOC(=O)N1CCN(Cc2nc(-c3ccc(OC)cc3OC)oc2C)CC1 | -6.3
Cc1cc(C)n(CCc2nnc(NC(=O)N(C)Cc3csc(C)n3)s2)n1 | -4.0
CN(C)S(=O)(=O)N1CCC(C(=O)Nc2cccc(Cl)c2)CC1 | 0.1
CCOC(=O)N=C1Oc2ccccc2C(=O)C1C (stereo unspecified) | 13.2
COC(=O)C(N)Cc1ccc(OC)c(OC)c1 (stereo unspecified) | 2.1
Cc1ccccc1Cn1c(=O)n(Cc2ccco2)c(=O)c2oc3ccccc3c21 | -7.2
O=C(O)C1CSC2(CCC(c3ccccc3)CC2)N1 (stereo unspecified) | 5.3
COc1ccccc1CNS(=O)(=O)c1ccc(OC)c(Cl)c1Cl | 2.6
CC1CCc2onc(C(=O)N3CCN(c4ccc(F)cc4)CC3)c2C1 (stereo unspecified) | 0.4
O=C(N/N=C/c1ccsc1)c1cc(C2CC2)nc2ccc(Br)cc12 | -1.1
Cc1ccc(N2C(=O)C(=NCCO)C(Cl)C2=O)cc1 (stereo unspecified) | 7.3
COc1ccc(-c2nnn(CC(=O)Nc3ccc(OC(F)(F)Cl)cc3)n2)cc1 | 5.0
O=C(c1ccc(N2CCCC2)cc1)N1CCC(c2cc(=O)[nH]cn2)CC1 | -1.6
COC(=O)C1C(C)=NC(C)=C(C(=O)OCC2CCCO2)C1c1cccc(Cl)c1 (stereo unspecified) | 10.4
COc1ccc(C(CNC(=O)COc2ccc(C)c(C)c2)N2CCCCC2)cc1 (stereo unspecified) | 4.4
Cc1ccccc1CNC(=O)c1cccc(NS(C)(=O)=O)c1C | -1.2
COc1ccc(CCNC(=O)CCCn2c(=O)c3ccccc3n(CC(=O)Nc3ccc(C)cc3Cl)c2=O)cc1OC | 0.8
O=C(Oc1ccccc1[N+](=O)[O-])c1ccc(Cl)cc1Cl | 0.9
CC1CCN(C(=O)c2ccccc2NC(=O)c2ccc(Cl)cc2Cl)CC1 | 1.3
Cc1cnc(CNC(=O)c2coc(COc3ccc(F)cc3Cl)n2)cn1 | -7.5
CCOC(=O)c1cc(S(=O)(=O)NCc2ccc(Cl)cc2)[nH]n1 | 1.6
Cc1c(C(C)NCc2ccc(F)cc2F)cnn1-c1cccc(F)c1 (stereo unspecified) | -4.9

# Structures shown so far that contain a carbonyl joined to an NH by a bond outside any ring, in the order listed:
molecule | RBX1-CUL1 inh
Cc1cc(C)n(CCc2nnc(NC(=O)N(C)Cc3csc(C)n3)s2)n1 | -4.0
CN(C)S(=O)(=O)N1CCC(C(=O)Nc2cccc(Cl)c2)CC1 | 0.1
O=C(N/N=C/c1ccsc1)c1cc(C2CC2)nc2ccc(Br)cc12 | -1.1
COc1ccc(-c2nnn(CC(=O)Nc3ccc(OC(F)(F)Cl)cc3)n2)cc1 | 5.0
COc1ccc(C(CNC(=O)COc2ccc(C)c(C)c2)N2CCCCC2)cc1 (stereo unspecified) | 4.4
Cc1ccccc1CNC(=O)c1cccc(NS(C)(=O)=O)c1C | -1.2
COc1ccc(CCNC(=O)CCCn2c(=O)c3ccccc3n(CC(=O)Nc3ccc(C)cc3Cl)c2=O)cc1OC | 0.8
CC1CCN(C(=O)c2ccccc2NC(=O)c2ccc(Cl)cc2Cl)CC1 | 1.3
Cc1cnc(CNC(=O)c2coc(COc3ccc(F)cc3Cl)n2)cn1 | -7.5

# Going on with the list.
molecule | RBX1-CUL1 inh
Cc1ccc(NC(=O)Cn2ncn3c(cc4ccccc43)c2=O)cc1F | -5.6
O=C1S/C(=C\c2cc(Cl)ccc2O)C(=O)N1c1ccc(Cl)cc1 | 6.5
Cc1ccc(NC(=O)C2CCN(S(=O)(=O)c3cccc4nonc34)CC2)c(Cl)c1 | -0.4
C=CCOc1c(Cl)cc(CNCCCC)cc1OC | 5.4
COc1cc(-c2cc(C(F)(F)F)n3ncc(C(=O)N4CCN(C(c5ccccc5)c5ccccc5)CC4)c3n2)cc(OC)c1OC | -4.9
Cc1oc(-c2ccc3ccccc3c2)nc1CN(C)C1CCOCC1 | 2.5
COc1ccc(/C=C/C(=O)N2CCC(c3nc4ccccc4o3)CC2)cc1 | -7.3
COc1ccc(C(C)(C)C)cc1S(=O)(=O)NCC1CCCO1 (stereo unspecified) | 9.4
CC(=O)N1CCc2cc(S(=O)(=O)NC(Cc3ccccc3)C(=O)Nc3cc(C)cc(C)c3)ccc21 (stereo unspecified) | 4.6
O=C1CCC(CCC(=O)N2CCCC(C(=O)CCc3ccccc3)C2)(Cc2ccc(Cl)cc2)N1 (stereo unspecified) | 0.7
O=C(c1cccnc1)N1CCN(Cc2c(Cl)cccc2Cl)CC1 | 0.5
OC(COCc1ccccc1F)CN1CCCCC1 (stereo unspecified) | -8.0
COc1cc(/C=C2/SC(=Nc3ccc(F)cc3)N(c3ccc(F)cc3)C2=O)ccc1OCc1nc(N)nc(N2CCOCC2)n1 | 8.4
CCc1noc(C)c1C(=O)N1CCC(C2CCN(Cc3cccnc3)CC2)C1 (stereo unspecified) | -1.1
COc1ccc(N2C(=O)NC(=O)C3C2=NC(=O)C3(NC(=O)c2cccs2)C(F)(F)F)cc1 (stereo unspecified) | -4.5
COc1ccc(N(Cc2ccccc2)C(=O)c2ccccc2[N+](=O)[O-])cc1 | 1.4
N#Cc1c(SCC(=O)c2ccc(Cl)cc2)nc2c(c1-c1ccoc1)CCCC2 | 4.7
S=C(NCc1ccccc1)N(Cc1ccccc1)Cc1ccccc1 | -10.3
COc1ccc(C(=O)NCc2cccnc2N2CCOCC2)cc1F | 2.0
COc1ccc(C(=O)C(=S)N2CCOCC2)cc1 | 7.9
Cc1ccc(Nc2c(C(=O)N3CC(=O)Nc4ccccc43)cc([N+](=O)[O-])c(Nc3ccc(C)cc3)c2[N+](=O)[O-])cc1 | -3.5
CC1(C)COC(c2ccc(N)cc2)NC1=O (stereo unspecified) | 6.7
Cc1nc2ccn(Cc3ccccc3)c(=O)c2cc1C(=O)N1CCN(c2ccccc2F)CC1 | 4.8
COC(CN(C(C)=O)C1CCCc2c1[nH]c1ccc(C)cc21)OC (stereo unspecified) | 6.0
CCOCCCn1c(=N)c(C(=O)NCC2CCCO2)cc2c(=O)n3cc(C)ccc3nc21 (stereo unspecified) | 0.1
COC(C(=O)Nc1ccnn1C1CCN(CC2CCCCC2)CC1)c1ccccc1 (stereo unspecified) | -6.4
Cc1cccc(-c2noc(CNC(=O)c3ccc(C)cc3C)n2)c1 | 3.4
COc1cccc(OC)c1C(=O)Nc1cccc(-c2nc3cc(C)cc(C)c3o2)c1 | -2.2
CCOC(=O)C1CCCN(S(=O)(=O)c2cc(-c3cc(C)no3)ccc2OC)C1 (stereo unspecified) | 2.0
O=C(COc1ccc(F)cc1)Nc1nnc(S(=O)(=O)N2CCCC2)s1 | -5.0
COc1cc(CN(C(=O)c2ccccc2Br)c2ccccn2)cc(OC)c1OC | -9.6
NC(=O)C1(N2CCCCC2)CCN(CC(=O)NC2Cc3ccccc3C2)CC1 | -1.5
CC(C)CN(Cc1c(O)ccc2c(=O)c(-c3ccccc3)coc12)CC(C)C | 5.7
CC(=O)c1ccc(C(=O)Nc2ccc(OCC(N)=O)cc2)cc1 | 10.1
CCOc1ccccc1NC(=O)CSc1nc2c(oc3ccccc32)c(=O)n1Cc1ccco1 | 5.5
COc1cc(C2SCC(=O)N2CCN2CCCCC2)cc(OC)c1OC (stereo unspecified) | -0.3
Cc1cc(C)c2nc(-c3ccc(Cl)c(Cl)c3)cc(C(=O)O)c2c1 | -10.9
COCCNC(=O)Cn1cnc2sc(C)c(S(=O)(=O)N3CCN(c4ccccc4OC)CC3)c2c1=O | -3.7
c1ccc(N2CCN(Cc3cn4ccccc4n3)CC2)cc1 | 3.5
Cc1ccccc1NC(=O)Cn1cc(C(=O)c2ccco2)c2ccccc21 | -8.6
O=[N+]([O-])c1sc(N2CCCCC2)nc1-c1ccccc1 | -6.6
Cc1ccc(C(=O)Nc2ccc3ccc4cccnc4c3n2)cc1 | 17.3
O=C(Nc1cc(Cl)cc(Cl)c1)c1ccc2c(c1)OCCO2 | 3.2
CC(=O)Nc1ccc(Cl)cc1C(=O)O | 6.5
Cc1c(C(=O)CSc2n[nH]c(COc3ccccc3)n2)c(=O)n(-c2ccccc2)n1C | -1.8
Fc1ccc(CNCc2ccccc2C(F)(F)F)cc1 | -13.2
CN1c2ccc(Cl)cc2-c2nc(SCC(=O)NCc3ccc(F)cc3)ncc2S1(=O)=O | -12.5
CCN1C(=O)C(=Cc2ccc(-c3ccccc3)o2)C(=O)N(CC)C1=S | -2.6
CCCCSc1nnc2c(n1)OC(c1ccc(OC)c(OC(C)=O)c1)N(C(C)=O)c1ccccc1-2 (stereo unspecified) | 5.7
COc1ccc(/C=N/N=C2\SC(=NC(C)(C)C)C(=NC(C)(C)C)N2c2ccccc2)cc1 | -7.4
COCCC(=O)NC1CCCc2nc(-c3cccnc3)ncc21 (stereo unspecified) | 7.5
O=C(c1cc(COc2ccc3ncccc3c2)on1)N1CCN(c2ccncc2)CC1 | 1.0
Cc1nn(Cc2ccccc2)c(C)c1NC(=O)c1ccc(COc2ccc(Cl)cc2)o1 | -9.6
Ic1ccc2scc(CN3CCCCC3)c2c1 | -4.5
COc1cc(Cl)c(C)cc1Nc1ncnc2c1nc1n2CCCC1 | -7.7
CC(C)CN=C1C(=O)N(C)N=CC1Cl (stereo unspecified) | 7.9
CCc1ccc(CNC(=O)c2ccc3c(c2)nc2n3CCOC2)cc1 | 8.4
COc1ccc(-c2ccc(=O)n(CC(=O)Nc3ccccc3C(F)(F)F)n2)cc1 | 1.3
N#CC1(C#N)[C@@H](C(=O)c2ccccc2)C12CCOCC2 | -6.9
COCc1ccc(C(=O)N2CCC(C(Cc3cccc(OC)c3)N(C)C(=O)c3ccn(C)n3)CC2)o1 (stereo unspecified) | -3.6

# The listing continues.
molecule | RBX1-CUL1 inh
Cc1cc(C)c2c(CC(=O)Nc3nnc(CC(C)C)s3)coc2c1 | -12.5
Cc1ccc(N(CC(=O)NCCc2ccc(Cl)cc2)S(=O)(=O)c2c(C)noc2C)cc1 | -5.7
CCOc1ccccc1NC(=O)C(CC)n1c(C(=O)OC)cc2occc21 (stereo unspecified) | -0.8
CCOc1ccc(NC(=O)Cn2nnc(C(=O)OC)c2C(=O)OC)cc1 | -4.5
CC1=Nc2nc(NCc3cccc(Br)c3)nn2C(=O)C1Cc1ccccc1 (stereo unspecified) | 0.6
CCc1ccccc1NC(=O)Cn1c(=O)n(-c2ccc(CC(=O)NCC3CCCO3)cc2)c(=O)c2ccccc21 (stereo unspecified) | -1.7
O=C(CCC(=O)c1ccccc1)Nc1ccc(F)c(Cl)c1 | 13.8
COc1ccc(-c2occ(C(=O)O)c2C(=O)O)cc1 | 47.0*
CN(C(=O)c1ccccn1)C(Cc1ccccc1)C1CCN(C(=O)c2scc3c2CCCC3)CC1 (stereo unspecified) | 0.4
CCOc1ccccc1NC(=O)C(Cc1ccccc1)NS(=O)(=O)c1ccc2c(c1)oc(=O)n2C (stereo unspecified) | -4.4
Cc1ccc2ncc(C(=O)N3CCN(c4ccccc4F)CC3)c(=O)n2c1 | -13.0
COc1ccc(NC(=O)Cn2c(=O)n(CCCCCC(=O)NCc3ccc4c(c3)OCO4)c(=O)c3sccc32)cc1Cl | -0.4
CC1CCCCN1c1csc2ccc(F)cc2c1=O (stereo unspecified) | 3.1
Cc1ccc(NC(=S)NC(=O)c2ccc(Br)o2)cc1Cl | -1.4
CCOc1ccc(NC(=O)c2cc(S(=O)(=O)N3CCCCC3)c[nH]2)cc1 | 1.9
COC(=O)[C@]1(C)C[C@H](C(=O)NCCCc2ccncc2)[C@H](c2ccccc2C)N1C | 0.3
Cc1c(-c2ccc(Cl)cc2)c(=O)oc2ccc(OC(=O)N3CCOCC3)cc12 | -5.8
CC(CNC(=O)Cc1ccc(NC(=O)N2CCSc3ncccc32)cc1)c1ccccc1 (stereo unspecified) | 3.9
Cc1ccccc1C(=O)NNc1ncnc2sc3c(c12)CCCC3 | -4.9
CCc1ccccc1NC(=O)c1snnc1C | -5.8
Cn1c(=O)oc2cc(S(=O)(=O)NC(Cc3ccccc3)C(=O)Nc3ccc(F)cc3)ccc21 (stereo unspecified) | -8.2
CCOc1ccc(NS(=O)(=O)c2ccc3c(c2)C(=O)C(C(=O)N2CCCC2)C=N3)cc1 (stereo unspecified) | 7.4
CC(NS(=O)(=O)c1ccc(F)cc1)C(=O)NCc1ccccc1 (stereo unspecified) | -2.6
O=C(O)c1ccc(N2C(=O)CC(SC3=NCCN3)C2=O)cc1 (stereo unspecified) | -4.5
CCOc1ccc(NC(=O)Cn2c(=O)oc3cc(S(=O)(=O)N4CCCCCC4)ccc32)cc1 | 3.1
COc1cc(NC(=O)C2CCN(c3cnc4ccccc4n3)CC2)cc(OC)c1OC | -3.0
COC(=O)c1cc(NS(=O)(=O)c2ccccc2C)ccc1O | -4.1
Cc1ccc(NN2C(=O)c3cc([N+](=O)[O-])cc4cc([N+](=O)[O-])cc(c34)C2=O)cc1C | -1.2
COCc1ccc(CN2CCN(C3CCCC3)C(CCO)C2)o1 (stereo unspecified) | 6.3
CCNC(=O)CCSc1nnc(-c2ccc(O)cc2)o1 | -4.6
Cc1ccccc1C(=O)Nc1sc2c(c1C(=O)N1CCCCCC1)CCC2 | -1.6
Cc1cc(C)c(NC(=S)N(C)Cc2ccccc2)c(C)c1 | 0.6
Cc1c(NS(C)(=O)=O)cccc1C(=O)NCCC(C)C | 6.6
Cc1cc(C)cc(NC(=O)c2sc3nc(-c4ccccc4)cn3c2C)c1 | 3.1
COc1cc2c(cc1OC)CN(C1CCCN(C(=O)c3csnn3)C1)CC2 (stereo unspecified) | 1.3
COc1cc(CN2CCC(n3nccc3NC(=O)c3ccccc3)CC2)ccc1O | -8.0
COc1ccc2cc(CN3CCC(n4cc(CO)nn4)CC3)ccc2c1 | 4.4
CC(=O)c1cccc(NC(=O)c2ccc(Cl)c(S(=O)(=O)N3CCOCC3)c2)c1 | 34.0*

# An excerpt; rates above refer to the full screens.
